GAA glycogen = alters human alpha-glucosidase cleavage of glycogen; hit rate 0.38% among 300,000; recombinant GAA, glycogen substrate, Amplex Red glucose oxidase fluorescence; P10253; Potency, µM (titrated, usually from 76.4 µM), for the others: at the highest dose activity change, negative = inhibition, actives largely listed as inhibitors; AID 2100;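 further: 0% = full enzyme reaction and -100% = no-enzyme basal signal; the screen sought inhibitors and activators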
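qHTS, 1536-well; enzyme 4 nM final; cpd up to 77 uM; substrate bovine liver glycogen 30 ug; 50 mM citrate/phosphate pH 5.0, 0.01% Tween-20; 37 C, 40 min; Amplex Red detection 45 min RT; Hill fit → AC50.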
ALDH1A1 inh = inhibitors of human aldehyde dehydrogenase 1A1. hit rate 7.3% among 220,000. Potency, µM (doses to about 75.3 µM), for the others: top-dose activity, negative = inhibition, actives largely listed as inhibitors. Purified ALDH1A1, NADH fluorescence, propionaldehyde substrate; active means well fitted inhibition curve with a large enough effect, not every such curve was filed as active; inconclusive means small, poorly fitted or top-dose-only effect, or another doubt; inactive means no such curve, though single readings can be large or run the other way;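 further: plate controls were no enzyme wells and a reference inhibitor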
GAA inh = blocks human lysosomal alpha-glucosidase | AID 1466 | P10253 | Potency, µM (titrated, usually from 76.9 µM), for inactives: at the highest dose activity change, negative = inhibition, most hits filed as inhibitors | hit rate 0.005% among 200,000 | purified human GAA, 4-MU-alpha-glucoside fluorescence;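 further: plate controls were uninhibited enzyme wells for no effect and no-enzyme background for full effect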
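qHTS format, compound range up to 77 uM. Human lysosomal enzyme at 4 nM, 400 uM 4-MU glucoside substrate, pH 5.0, 20 min room temperature; fluorescence after alkaline stop gives activity normalized to controls.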
aGal spleen mod = alpha-galactosidase A (human) modulation; AID 2107; human spleen homogenate, 4MU-alpha-Gal fluorescence, 40 min; Potency, µM (top dose mostly 80 µM), for the others: at the highest dose activity change, negative = inhibition, actives largely listed as inhibitors; hit rate 0.008% among 240,000;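 further: 0% = enzyme with vehicle and -100% = no enzyme basal signal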
Target sequence (P06280 32-429 limits assumed): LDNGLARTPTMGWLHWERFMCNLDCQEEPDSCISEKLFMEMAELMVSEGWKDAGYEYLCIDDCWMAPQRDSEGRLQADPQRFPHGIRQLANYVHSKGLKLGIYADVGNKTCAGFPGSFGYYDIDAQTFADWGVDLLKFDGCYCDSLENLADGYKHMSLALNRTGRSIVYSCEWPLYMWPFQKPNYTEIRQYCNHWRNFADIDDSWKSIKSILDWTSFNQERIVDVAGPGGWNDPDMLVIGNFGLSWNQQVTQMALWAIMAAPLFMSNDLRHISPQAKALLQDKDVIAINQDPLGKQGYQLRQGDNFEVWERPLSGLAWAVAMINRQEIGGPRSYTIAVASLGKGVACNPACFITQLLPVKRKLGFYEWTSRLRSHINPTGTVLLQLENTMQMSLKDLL
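Human spleen homogenate (1 ug) was the enzyme source, with 4-methylumbelliferyl-alpha-D-galactopyranoside (1 mM final) in pH 5.0 citrate buffer with 0.01% Tween-20. Compounds were titrated; after 40 min at 37C, NaOH/glycine stop, 4-MU fluorescence read; AC50 from Hill fits.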
Tau fluor counter = counter-screen for tau fibril formation inhibitors; tau K18 P301L (four-repeat tau fragment) Alexa594 fluorescence, heparin fibrillization; Potency, µM (titrated, usually from 57.7 µM), for the others: at the highest dose activity change, negative = decrease; hit rate 0.93% among 280,000; further: on the % scale 0 is the no-effect control and ±100 the full control effect; nearly all actives have a fitted effect of over 55% in size
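Human K18 P301L tau (15 uM unlabeled plus 0.24 uM Alexa 594-labeled, final) in 100 mM sodium acetate pH 7 was mixed with compound and 20 uM heparin and incubated 6 hr at 37 C.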
aGlu spleen mod = inhibits or activates alpha-glucosidase in human spleen homogenate; P10253; human spleen homogenate, 4-MU-alpha-glucoside fluorescence; Potency, µM (top dose mostly 79.9 µM), without a hit: at the highest dose activity change, negative = inhibition, hits mostly inhibitors; hit rate 0.006% among 240,000; AID 2112;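 further: 0% = enzyme with vehicle and -100% = no enzyme basal signal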
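AC50 values come from Hill-equation fits of concentration-response data, normalized to no-enzyme and full-activity controls. Enzyme source: 1 ug human spleen homogenate; 1 mM fluorogenic 4-MU glucoside, pH 5.0 citrate buffer, 37 C, 40 min.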
NPSR antag = neuropeptide S receptor (human) antagonism, cAMP | CHO-NPSR cells, cAMP TR-FRET, antagonist mode | Potency, µM (series often up to 38.3 µM), for inactives: at the highest dose activity change, negative = inhibition, most hits filed as inhibitors | hit rate 1% among 220,000 | AID 1461; further: on the % scale 0 is the no-effect control and ±100 the full control effect; nearly all actives have a fitted effect of over 50% in size; many of its hits are not listed in these tables
Target sequence (Q6W5P4 whole entry, looked up): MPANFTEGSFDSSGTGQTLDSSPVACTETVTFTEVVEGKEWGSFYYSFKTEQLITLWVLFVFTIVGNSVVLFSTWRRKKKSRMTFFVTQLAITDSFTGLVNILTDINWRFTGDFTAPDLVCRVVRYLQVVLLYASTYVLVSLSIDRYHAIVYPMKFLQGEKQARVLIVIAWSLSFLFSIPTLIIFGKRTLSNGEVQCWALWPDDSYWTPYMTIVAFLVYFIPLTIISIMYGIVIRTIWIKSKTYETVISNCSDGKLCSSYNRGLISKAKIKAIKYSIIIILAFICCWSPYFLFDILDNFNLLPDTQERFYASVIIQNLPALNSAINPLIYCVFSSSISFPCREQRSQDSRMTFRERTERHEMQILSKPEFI
Epigenetic derep = derepresses silenced GFP reporter in murine cells; murine LDR cells, GFP reporter derepression, 30 h; Potency, µM (series often up to 53.9 µM), for inactives: at the highest dose GFP activation, actives largely listed as activators; hit rate 0.2% among 280,000; further: % of control where 0% means no effect; nearly all actives have a fitted effect of over 60% in size
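In this reporter-derepression format, murine cells bearing a silenced integrated CMV-GFP locus incubate with test compound (30 h, 37 C), then are washed and imaged; fluorescent objects of 20–120 um count as induced cells.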
The depositor's hits bear a star; ? = inconclusive; . = not tested or not shown; [ ] = remark or other dose. Unless noted, the call rests on the fitted dose curve; in most records, active means well fitted curve in the direction sought with a large enough effect; inconclusive means small, poorly fitted or top-dose-only effect, or another doubt; inactive means no such curve, though single readings can be large; an effect the other way counts as inactive or inconclusive. Potency means the concentration at half of the fitted maximal effect. A portion of the library; rates above refer to the full screens.

SMILES	GAA glycogen	ALDH1A1 inh	GAA inh	aGal spleen mod	Tau fluor counter	aGlu spleen mod	NPSR antag	Epigenetic derep
COc1cccc(C(=O)Cn2c(N3CCCCC3)nc3c2c(=O)n(C)c(=O)n3C)c1	7%	1%	-6%	3%	3%	3%	-23%[46.1 µM]	2.4%
Nc1[nH]c(N=NC(=O)c2ccc(Cl)cc2)c2ccccc12	-1%	0%	-9%	1%	-9%	-7%	-7%	4.8%
COc1cc(/C=C2\S/C(=N/S(=O)(=O)c3ccc(C)cc3)NC2=O)c([N+](=O)[O-])cc1OC	-6%	?	-8%	-10%	?	-7%	3%[46.1 µM]	-1.0%
COc1cc(CCC(=O)O)on1	8%	10%	-25%	3%	-2%	-2%	-23%	3.2%
CCCn1nnc(NC(=O)c2ccc(F)cc2)n1	2%	3%	0%	0%	0%	-4%	-4%[46.1 µM]	-1.9%
COc1ccc(-c2cc3c(nn2)-c2ccccc2C3=O)cc1	-22%	6%	2%	-2%	-13%	10%	-25%	2.5%
COc1ccc(C(=O)c2ccc(OC)c(N)c2)cc1N	-21%	20µM*	8%	-3%	-12%	4%	3%[46.1 µM]	-2.1%
Cc1ccc2nsnc2c1S(=O)(=O)N(CCO)Cc1cc2cc3c(cc2[nH]c1=O)OCCO3	9%	-8%	-2%	-10%	6%	-14%	-3%[46.1 µM]	0.9%
COc1ccc2c(c1)O[C@@H](c1cccc(C(F)(F)F)c1)[C@H](OC(=O)Nc1cc(OC)c(OC)c(OC)c1)C2=O	.	5%	.	-9%	-19%	-6%	.	-1.1%
CC(CC(=O)O)CC(=O)Nc1ccc(S(N)(=O)=O)cc1 (stereo unspecified)	4%	2%	1%	5%	0%	0%	8%[46.1 µM]	-2.3%
COc1ccccc1NC(=S)N(Cc1ccc(C)cc1)Cc1cccnc1	1%	-2%	-1%	-7%	-2%	4%	-44%	0.0%
Cc1cc(-c2cc(C(=O)O)c3ccccc3n2)c(C)s1	2%	-5%	5%	-9%	3%	-4%	-15%	-1.3%
CSc1nnc(Cc2cc(=O)[nH]c(=O)[nH]2)n1-c1cccc(C)c1	0%	4%	3%	-1%	-6%	-8%	3%[46.1 µM]	-0.9%
CC(O)c1c(OCc2ccccc2)ncnc1OCc1ccccc1 (stereo unspecified)	0%	?	-10%	2%	-7%	-9%	-27%[46.1 µM]	-2.1%
O=C(c1cc(Cl)ccc1[N+](=O)[O-])N1CCc2ccccc2C1	-3%	-1%	?	-10%	-4%	-3%	6%	4.6%
C=CCNCC(=O)N1N=C(c2ccc3ccccc3c2)CC1c1ccc(OC)cc1 (stereo unspecified)	2%	?	-9%	-1%	3%	2%	-21%	0.1%
O=C1NN(c2ccccc2)C(=O)/C1=C/c1ccc(-c2ccc(Cl)c(C(=O)O)c2)o1	-3%	13µM*	-3%	-3%	?	4%	-20%	0.0%
O=C(NCc1n[nH]c(=S)n1-c1ccc(Br)cc1)c1ccc(S(=O)(=O)N2CCOCC2)cc1	-17%	-10%	3%	7%	-14%	1%	-1%	1.3%
Cc1cc(C(=O)OCC(=O)N2CCN(C(=O)c3ccco3)CC2)c(C)n1-c1ccc(F)cc1	-3%	?	-4%	-1%	-8%	-13%	11%[46.1 µM]	-0.1%
O=C(NCCCC(=O)N1CCOCC1)c1cccnc1	5%	?	2%	3%	-4%	-4%	-9%[7.67 µM]	0.3%
Cc1cc(C)cc(N2CC(c3nc4ccccc4n3C)CC2=O)c1 (stereo unspecified)	-2%	-1%	-17%	5%	-6%	-1%	-12%[46.1 µM]	0.0%
O=[N+]([O-])c1ccc(/C=N/Nc2nc(-c3ccccc3)c3cc(Br)ccc3n2)o1	3%	9%	-6%	2%	-25%	3%	?	2.1%
COc1ccccc1Nc1nc(C2(C)CCC(=O)O2)cs1 (stereo unspecified)	-29%	?	-1%	-2%	-11%	-4%	-9%[46.1 µM]	-0.9%
NC(CO)(CO)COCc1ccccc1	5%	7%	2%	7%	0%	5%	9%	-0.3%
CCCC(=O)Nc1cc(OCC)c(NC(=O)NC2CCCCC2)cc1OCC	2%	4%	-2%	8%	7%	5%	3%[46.1 µM]	-0.5%

New compounds follow:
SMILES	GAA glycogen	ALDH1A1 inh	GAA inh	aGal spleen mod	Tau fluor counter	aGlu spleen mod	NPSR antag	Epigenetic derep
Cc1ccc(C=C2C(=O)c3ccccc3C2=O)s1	-8%	0.5µM*	-11%	3%	1%	-1%	?	2.1%
Cc1cc(C)c(NC(=O)C2CSCCS2)c(C)c1 (stereo unspecified)	3%	-4%	-5%	-8%	7%	-7%	1%[46.1 µM]	-1.0%
CN(C)c1ccc(NC(=O)C2CCCN(S(=O)(=O)c3ccccc3)C2)cc1 (stereo unspecified)	4%	?	5%	2%	-13%	7%	-7%	-2.3%
C=C(C(C)=O)C(O)c1ccc(Cl)cc1 (stereo unspecified)	.	7%	.	-14%	-7%	3%	.	0.0%
Cc1noc(C)c1C(=O)N1CCN(c2ncccn2)CC1	5%	15%	3%	2%	5%	1%	-26%[46.1 µM]	0.9%
COc1ccc(/C=N/NC(=O)CNC(=O)c2ccc3c(c2)OCCO3)cc1OC	-2%	-5%	-4%	4%	-4%	6%	6%	-1.1%
OCC1=CC[N+]2(Cc3ccccc3)CCC(O)[C@@H]12 (stereo partly specified)	.	7%	.	-3%	-12%	0%	.	-1.1%
COCCNC(=O)CSc1nc2ccc(N3CCOCC3)cc2c(=O)n1Cc1ccc(OC)cc1	-7%	?	10%	2%	?	0%	-23%[46.1 µM]	0.3%
N#CCCSCc1ccc2oc(C(=O)O)cc2c1	8%	?	1%	-9%	3%	-11%	1%[46.1 µM]	0.0%
CC(Oc1ccc(Cl)cc1Cl)C(=O)OCn1nnc2ccccc2c1=O (stereo unspecified)	11%	-3%	-12%	-3%	?	3%	-3%[46.1 µM]	-1.5%
O=C1c2ccccc2C(=O)N1Cc1nc(-c2ccccc2)no1	10%	7%	0%	-11%	-12%	-3%	-13%[46.1 µM]	-1.1%
Cc1ccccc1-c1ncc(CN2CCN(C3CCCC3)C(CCO)C2)cn1 (stereo unspecified)	6%	-13%	0%	4%	-10%	10%	-9%	4.5%
CC(CN1CCOCC1)(NS(=O)(=O)c1ccccc1)c1ccccc1 (stereo unspecified)	3%	5%	?	3%	-1%	-2%	-15%[46.1 µM]	2.2%
C/C(=N\Nc1ccc([N+](=O)[O-])cc1)c1ccc(-n2nncc2C(C)(C)C)cc1	-4%	13%	-25%	-4%	-25%	-9%	-33%	0.0%
CN(Cc1cn(-c2ccccc2)nc1-c1ccc2c(c1)OCO2)Cc1nccn1C	-14%	?	-17%	0%	-14%	-3%	54%	5.1%
O=C(NCCN1CCOCC1)c1cc2ccccc2[nH]1	0%	?	-7%	13%	-4%	-8%	-3%[46.1 µM]	3.0%
O=C(Nc1ccsc1C(=O)N1CCCC1)c1ccccc1	-1%	-12%	4%	-6%	-6%	-16%	-11%	-1.4%
Cc1cc(C)c(C(=O)CSc2nnc(-c3ccccc3Br)o2)cc1C	3%	?	2%	-15%	5%	-2%	-11%[46.1 µM]	-0.8%
CCC(=O)N/C(N)=N/c1nc(C)c2cc(C)c(C)cc2n1	-13%	.	.	-6%	4%	-3%	12%[7.67 µM]	-1.0%
CCN(CC)CCn1c(=S)[nH]c2ccccc2c1=O	2%	4%	4%	7%	4%	2%	-5%[46.1 µM]	-0.8%
COc1ccc(/C=N/NC(=O)Nc2cccc3nsnc23)cc1OC	4%	5%	-4%	2%	-17%	-17%	9%	?
FC(F)(F)c1cc(-c2ccccc2)nc(-n2cncn2)n1	1%	5%	7%	-3%	0%	-12%	9%[46.1 µM]	-7.0%
OCC1CCCC(n2cnc3c(=S)nc[nH]c32)O1 (stereo unspecified)	-3%	?	3%	7%	-6%	3%	-15%	2.1%
CCSc1nc2ccccc2n1C(=O)Oc1ccccc1	-3%	-5%	-5%	-16%	-9%	?	-11%[46.1 µM]	2.4%
CC(=O)Nc1ccc(Oc2ccc3nc(C)[nH]c3c2)cc1	-8%	?	6%	1%	-5%	0%	-6%[46.1 µM]	4.1%

A few values from the list.
Value of Cc1ccc(C=C2C(=O)c3ccccc3C2=O)s1 in GAA glycogen: -8%
Value of CCC(=O)N/C(N)=N/c1nc(C)c2cc(C)c(C)cc2n1 in Tau fluor counter: 4%

Remaining list, next part
SMILES	GAA glycogen	ALDH1A1 inh	GAA inh	aGal spleen mod	Tau fluor counter	aGlu spleen mod	NPSR antag	Epigenetic derep
O=C(NC1CCN(Cc2ccccc2)CC1)c1ccc(S(=O)(=O)NCc2ccco2)cc1	-1%	7%	0%	-13%	-2%	6%	17%	0.0%
Cc1cc(Nc2ccc(F)cc2Cl)n2ncnc2n1	5%	5%	?	-19%	10%	0%	-16%[46.1 µM]	-0.8%
C=CCn1c(SCC(=O)NCc2ccc3c(c2)OCO3)nnc1-c1cccnc1	?	4%	3%	-4%	-5%	3%	30%	-4.8%
O=C(c1nnc(-c2ccc(Cl)cc2)o1)C1CCCC1	1%	?	7%	-12%	-6%	-21%	-4%	1.1%
O=C(NC1CCCCCC1)C(Cc1ccccc1)n1cccc1 (stereo unspecified)	0%	.	.	13%	-10%	10%	-18%	2.5%
Cc1onc(-c2ccccc2Cl)c1C(=O)N1CCN(Cc2ccc3c(c2)OCO3)CC1	-3%	-1%	?	-5%	5%	1%	3%	-1.2%
C/C(=N\NC(=O)c1ccc([N+](=O)[O-])cc1)c1cccc([N+](=O)[O-])c1	-17%	8%	-3%	2%	-4%	4%	5%	-4.2%
Cc1ccc(CN2CCN(C/C(Cl)=C/c3ccccc3)CC2CCO)o1 (stereo unspecified)	-5%	2%	?	8%	-20%	-5%	8%	-1.0%

Rewritten in CSV form: entries from further up.
SMILES,GAA glycogen,ALDH1A1 inh,GAA inh,aGal spleen mod,Tau fluor counter,aGlu spleen mod,NPSR antag,Epigenetic derep
C=CCn1c(SCC(=O)NCc2ccc3c(c2)OCO3)nnc1-c1cccnc1,?,4%,3%,-4%,-5%,3%,30%,-4.8%
O=C(c1nnc(-c2ccc(Cl)cc2)o1)C1CCCC1,1%,?,7%,-12%,-6%,-21%,-4%,1.1%
O=C(NC1CCCCCC1)C(Cc1ccccc1)n1cccc1 (stereo unspecified),0%,.,.,13%,-10%,10%,-18%,2.5%
Cc1onc(-c2ccccc2Cl)c1C(=O)N1CCN(Cc2ccc3c(c2)OCO3)CC1,-3%,-1%,?,-5%,5%,1%,3%,-1.2%
C/C(=N\NC(=O)c1ccc([N+](=O)[O-])cc1)c1cccc([N+](=O)[O-])c1,-17%,8%,-3%,2%,-4%,4%,5%,-4.2%

Assay outcomes as filed in PubChem BioAssay.
